Screens as filed in PubChem.
ABHD5-PLIN5 inh = blocks binding of human ABHD5 to perilipin-5 | AID 602281 | hit rate 0.78% among 360,000 | inhibition, % at 4 µM | Q00G26+Q8WTS1 | Split G. princeps luciferase complementation, luminescence, 4 h;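 active = inhibition above the mean inhibition across every tested compound plus 3 SD, cut at about 22% in these data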;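 note: 0% = DMSO only wells and the 100% control is not disclosed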
Granule exo inh = blocks lytic granule exocytosis. TALL-104 LAMP-1 surface exposure, flow cytometry; cells stimulated with thapsigargin and PMA. inhibition, % at 10 µM. hit rate 0.66% among 360,000;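 active = inhibition above about 55%, limit read from the data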
ABCB6 inh 2 = human ABCB6 transporter inhibition | Q9NP58 | fluorescence ratio to DMSO, % at 10 µM | K562-ABCB6 porphyrin accumulation, flow cytometry, 1 h; stronger effect = lower value | hit rate 0.19% among 360,000;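 active = fluorescence ratio to DMSO below 75%, the collection mean minus 3 SD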;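 note: signal is porphyrin accumulated inside mitochondria; 100% equals median channel fluorescence of DMSO control wells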
MC4R antagonist = blocks human MC4R cAMP signaling | P32245 | MC4R-expressing cells, MTII-stimulated cAMP, LANCE TR-FRET | inhibition, % at 6.5 µM | hit rate 0.48% among 360,000 | AID 540295;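 active = inhibition above its plate's cutoff, the mean of tested wells on that plate plus 3 SD, cut at about 29% in these data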;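 note: 0% = Melanotan II alone and 100% = Melanotan II plus saturating MCL0020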
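Assay system: human MC4R-expressing U2OS cells; reagent: Melanotan II stimulation of cells; dosing: 6.5 µM single dose; timing: compound 30 min, challenge 1 h, detection 1 h; signal: TR-FRET cAMP assay; replicates: one well per compound, no replicates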
N-glyco inh = blocks N-linked glycosylation in D54 reporter cells; D54 ERlucT glycosylation luciferase reporter, 24 h; percent of 100 nM tunicamycin response; reporter increase, % at 12.5 µM; hit rate 0.23% among 360,000;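 active = mean luciferase reporter signal, scaled so untreated is 0 and the glycosylation-blocking control 100, at or above a set limit in every replicate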;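 note: luciferase carries N-glycosylation sites so blocking glycosylation raises the light; 0% = median of neutral control wells and 100% = median of 100 nM tunicamycin wells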
TLR9-MyD88 inh = blocks human TLR9 binding to MyD88; Q9NR96+Q99836; CHO BLA complementation TLR9-MyD88, CCF4 FRET ratio; inhibition, % at 4.98 µM; hit rate 0.21% among 340,000; AID 504734;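 active = inhibition above the mean over all tested compounds plus 3 SD, cut at about 21% in these data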;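 note: 0% = DMSO only wells and 100% = clavulanate BLA inhibitor control wells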
Target sequence (Q99836 whole entry, looked up): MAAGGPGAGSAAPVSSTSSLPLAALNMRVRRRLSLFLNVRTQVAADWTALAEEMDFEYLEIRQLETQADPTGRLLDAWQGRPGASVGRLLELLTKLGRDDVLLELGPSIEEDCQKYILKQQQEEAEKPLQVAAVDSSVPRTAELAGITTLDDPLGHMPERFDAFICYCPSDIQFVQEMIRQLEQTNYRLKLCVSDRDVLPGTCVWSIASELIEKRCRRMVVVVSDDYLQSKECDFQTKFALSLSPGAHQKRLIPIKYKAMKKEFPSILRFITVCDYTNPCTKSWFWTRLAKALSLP
Target sequence (Q9NR96 whole entry, looked up): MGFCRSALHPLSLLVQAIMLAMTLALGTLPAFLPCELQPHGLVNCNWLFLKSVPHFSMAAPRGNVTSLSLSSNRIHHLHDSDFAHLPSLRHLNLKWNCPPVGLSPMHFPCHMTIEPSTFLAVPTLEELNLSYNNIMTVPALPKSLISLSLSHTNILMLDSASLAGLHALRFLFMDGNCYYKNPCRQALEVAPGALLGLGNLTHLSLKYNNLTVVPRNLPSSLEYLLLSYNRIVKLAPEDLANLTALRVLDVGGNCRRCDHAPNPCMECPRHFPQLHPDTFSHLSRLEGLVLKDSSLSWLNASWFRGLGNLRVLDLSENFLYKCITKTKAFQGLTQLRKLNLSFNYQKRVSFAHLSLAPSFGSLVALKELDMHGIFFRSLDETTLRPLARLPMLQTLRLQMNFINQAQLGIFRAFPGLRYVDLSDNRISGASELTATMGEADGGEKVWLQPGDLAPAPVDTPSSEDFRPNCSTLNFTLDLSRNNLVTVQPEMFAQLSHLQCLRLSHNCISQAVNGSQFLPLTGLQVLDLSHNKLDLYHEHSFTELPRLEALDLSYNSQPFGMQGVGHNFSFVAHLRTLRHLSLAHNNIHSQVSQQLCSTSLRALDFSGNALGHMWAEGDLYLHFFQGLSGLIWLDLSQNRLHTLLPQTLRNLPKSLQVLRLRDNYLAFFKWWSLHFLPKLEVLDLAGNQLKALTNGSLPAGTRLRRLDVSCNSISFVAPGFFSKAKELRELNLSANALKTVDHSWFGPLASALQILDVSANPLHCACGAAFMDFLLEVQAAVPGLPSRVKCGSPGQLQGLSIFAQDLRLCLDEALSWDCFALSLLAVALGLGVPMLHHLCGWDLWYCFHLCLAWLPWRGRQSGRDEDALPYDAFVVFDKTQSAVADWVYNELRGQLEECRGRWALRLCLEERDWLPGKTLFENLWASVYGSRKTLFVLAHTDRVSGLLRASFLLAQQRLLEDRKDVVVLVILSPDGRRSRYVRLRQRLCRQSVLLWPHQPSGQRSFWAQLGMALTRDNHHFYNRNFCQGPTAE
aDG glyco act = increases alpha dystroglycan glycosylation. Pro5-aDG cells, alpha-DG glycosylation AlphaScreen (IIH6); 0% Pro5, 100% B10-LARGE cell signal. activation, % at 10 µM. hit rate 0.22% among 360,000. AID 624168;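 active = activation of at least 8% versus controls, or a plate z-score of at least 8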;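 note: Pro5 are CHO cells carrying HIG-tagged alpha-DG that lacks glycosylation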
Vif imaging = HIV Vif inhibition. HEK293T cells, Vif self-association by quenched fluorescence, imaging, 24 h. inhibition, % at 7.49 µM. hit rate 0.35% among 340,000. AID 602346; in the data active = inhibition above about 50%, passing the limit was not always enough; note: some results filed as inactive read as strong as hits
MC4R barr agon = human MC4R agonism via beta-arrestin; hit rate 0.98% among 360,000; AID 540308; activation, % at 8.9 µM; U2OS MC4R beta-arrestin complementation, luminescence; percent of melanotan II response, DMSO zero;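 active = activation above a per-plate cutoff, the mean activation of sample wells on that plate plus 3 SD, cut at about 8% in these data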
NOD2 RIPK2 PPI = NOD2-RIPK2 protein interaction inhibition; AID 624267; O43353; hit rate 0.38% among 360,000; CHO BLA complementation NOD2-RIPK2, CCF4 ratio; inhibition, % at 4.98 µM; in the data active = inhibition above about 21%;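 note: 0% = vehicle only and 100% = reference blocker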
* marks the source's active call; other numbers are inactive results; nt = not tested or not shown. These rows are one share of the data (hit frequency here may not be typical).

Vif imaging	MC4R antagonist	NOD2 RIPK2 PPI	ABCB6 inh 2	TLR9-MyD88 inh	N-glyco inh	MC4R barr agon	ABHD5-PLIN5 inh	aDG glyco act	Granule exo inh	SMILES
-20	5	-8	100	-21	-3	0.7	-3	0.6	3	CC(C)CNC(=O)NC(=O)CSc1nc2ccccc2n1CC(C)C
-17	18	7	100	-2	0	-3.2	-4	-0.4	-2	Cc1ccc(Cl)cc1N(CC(=O)Nc1cccc(N(C)S(C)(=O)=O)c1)S(C)(=O)=O
-7	-2	-8	96	-2	-1	0.0	-6	-0.1	-4	COc1cc(C=O)ccc1Oc1nnnn1-c1ccccc1
5	1	-1	106	0	-1	-1.0	0	0.7	0	Cc1ccc(-c2nc(N)n(S(=O)(=O)c3ccc(C)cc3)n2)cc1
0	-3	-5	93	0	-2	-0.3	-17	-0.1	-1	COc1ccc(C2C(C(C)=O)=C(O)C(=O)N2CCc2ccccc2)c(OC)c1 (stereo not given)
-6	9	-5	101	-6	2	3.6	-4	-0.7	0	CCc1nnc(NC(=O)c2ccc(COc3ccc(C)cc3)o2)s1
-3	-5	-22	96	-3	0	-3.8	1	0.0	2	CCOC(=O)c1c(C)[nH]c(C)c1S(=O)(=O)NCC1CCN(Cc2ccc(C)cc2)CC1
-21	25	-9	101	-3	-3	2.2	-3	0.0	1	CCOc1cnc(-c2c(-c3ccccc3Cl)noc2C)o1
27	8	0	96	7	2	-2.3	4	0.1	-8	O=C(CC(C(=O)O)c1ccc(Cl)cc1)c1ccccc1 (stereo not given)
-3	0	-10	105	3	3	-0.8	12	-0.3	0	O=c1ccc(S(=O)(=O)N2CCCC2)c[nH]1

(next part)
Vif imaging	MC4R antagonist	NOD2 RIPK2 PPI	ABCB6 inh 2	TLR9-MyD88 inh	N-glyco inh	MC4R barr agon	ABHD5-PLIN5 inh	aDG glyco act	Granule exo inh	SMILES
14	5	-5	97	-14	-2	-3.4	-6	-0.1	-5	Cc1ccccc1N(C)S(=O)(=O)c1nnc(NC(=O)c2ccco2)s1
0	-2	-27	88	1	1	-1.1	-2	0.0	-1	CCCC(=O)N1CCc2cc(-c3nc(N)sc3C)ccc21
21	1	-5	103	-13	0	0.0	1	0.2	2	c1ccc(CNCC2COc3ccccc3O2)cc1 (stereo not given)
12	-4	-5	102	-2	1	-1.7	-2	0.1	-10	Cc1cccc(NC(=O)COC(=O)c2nn(C)c(=O)c3ccccc23)c1C
-8	1	-1	96	5	-2	2.4	0	0.2	-1	C/C(=N\NC(=O)c1ccccc1C)c1ccc(NC(=O)c2cccs2)cc1
-4	8	-8	94	0	-1	-0.7	-5	0.0	-6	O=C(CSc1nnc(COc2ccc(Cl)cc2)o1)N1CCCCC1
-3	10	5	97	10	1	-1.4	-5	-0.2	-2	O=C(CN1C(=O)NC2(CCOc3ccccc32)C1=O)c1ccc(Cl)cc1 (stereo not given)
-7	4	-7	98	1	-3	1.0	4	-0.1	-5	CCSc1nc2sc3c(c2c(=O)n1-c1ccc(C)cc1)CCN(C)C3
1	5	-4	97	-3	0	1.4	0	-0.3	-3	CSc1ccccc1OCc1cc(C(=O)NCCCc2ccccc2)no1
-12	10	-8	96	4	0	-1.2	4	-0.1	-9	CC(=O)Nc1ccc(NC(=O)CCCn2cnc3ccccc3c2=O)cc1

The listing continues.
Vif imaging	MC4R antagonist	NOD2 RIPK2 PPI	ABCB6 inh 2	TLR9-MyD88 inh	N-glyco inh	MC4R barr agon	ABHD5-PLIN5 inh	aDG glyco act	Granule exo inh	SMILES
2	9	-17	98	-8	3	-2.0	5	0.0	21	Cc1c(CCC(=O)O)c(=O)oc2cc(OCc3ccccc3F)ccc12
8	2	8	100	1	2	-1.1	-7	-0.2	4	Cc1ccc(-c2ccc(C(=O)O)o2)cc1Cl
3	-16	-13	98	-11	4	-2.8	2	-0.1	-1	CSc1ccc(N=Nc2c(C)[nH]n(C)c2=O)cc1
0	5	-8	103	2	2	-2.5	4	-0.4	-2	CCCCNC(=O)C1c2cc(OC)c(OC)cc2C(=O)N(C)C1c1cccs1 (stereo not given)
12	5	6	97	0	-1	-1.1	-1	-0.1	-2	C=CCNC(=O)c1c(O)c2cccc3c2n(c1=O)CCC3
-3	20	-2	91	7	3	-0.9	-2	-0.2	-3	COc1ccc(N2CCN(C(=O)CN3c4cccc5cccc(c45)S3(=O)=O)CC2)cc1
-17	-1	-2	115	-3	0	-1.9	7	1.6	13	O=C(NCCC1=CCCCC1)C1CCN(Cc2cnn(-c3ccccc3)c2-n2cccc2)CC1
-7	-1	1	99	6	0	1.1	-6	0.2	-2	CCCCNC(=O)CSc1nnc(-c2ccc(S(=O)(=O)N3CCCC3)cc2)n1C
-2	4	-9	105	-10	-2	0.3	-10	-0.1	0	COc1ccc(C2N(c3cc(Cl)ccc3OC)C(=O)C3CCCN32)cc1OC (stereo not given)
-3	-1	-4	97	-13	0	0.5	-2	0.5	7	Cn1c(=O)c2ccccc2n(Cc2cccc(F)c2)c1=O

New compounds follow
Vif imaging	MC4R antagonist	NOD2 RIPK2 PPI	ABCB6 inh 2	TLR9-MyD88 inh	N-glyco inh	MC4R barr agon	ABHD5-PLIN5 inh	aDG glyco act	Granule exo inh	SMILES
5	3	-3	100	-2	1	-1.0	-2	-0.4	0	O=C(Nc1ccccc1C(=O)NC(Cc1ccccc1)C(=O)O)c1ccccc1 (stereo not given)
-7	0	2	97	-8	3	0.2	4	-0.2	10	C#CCOCCOCCOCCNc1nc(N2CCN(C(=O)[C@H](C(C)C)n3cc(CCO)nn3)CC2)nc(N2CCN(C(=O)[C@H]([C@@H](C)CC)n3cc(CCC(=O)O)nn3)CC2)n1
2	10	-4	90	-2	1	2.2	-6	0.0	-14	Cc1cc(C)cc(OCCCn2ccnc2)c1
nt	3	-5	99	1	0	0.6	5	0.0	2	O=C(/C=C/c1cccc(Cl)c1)NCCN1CCOCC1
-3	6	-4	99	11	1	-0.3	-3	-0.2	1	COc1cccc(NC(=O)C2CCCN(S(=O)(=O)c3cccc4nonc34)C2)c1 (stereo not given)
-4	6	1	92	-4	-1	-0.7	-3	0.3	1	COc1ccc(NS(=O)(=O)c2ccc(OC)c3ccccc23)cn1
-1	12	-17	100	-8	-1	0.9	-5	0.7	-2	COc1ccccc1/C=C1\SC(=S)N(CCC(=O)NCCCN2CCOCC2)C1=O
-12	4	-5	94	7	-5	0.5	-8	1.6	2	Cc1ccc(S(=O)(=O)NC(C)(C)CSc2nnc(Nc3ccccc3)s2)cc1
-5	4	-1	104	-9	10	-1.1	-7	-0.1	4	CCc1c(O)nc(SCC(=O)Nc2nc3ccccc3s2)n(C2CCCCC2)c1=O
4	-2	-9	99	-6	-3	-0.4	5	0.1	21	Clc1ccc(C#Cc2cccnc2)cc1

The listing continues:
Vif imaging	MC4R antagonist	NOD2 RIPK2 PPI	ABCB6 inh 2	TLR9-MyD88 inh	N-glyco inh	MC4R barr agon	ABHD5-PLIN5 inh	aDG glyco act	Granule exo inh	SMILES
1	5	-2	108	1	3	0.3	5	0.1	-5	CCOc1ccc(Br)cc1C(=O)N/N=C/c1cccnc1
2	nt	-6	100	nt	2	nt	-7	-0.1	-2	O=C(COc1ccccc1CNC[C@H]1O[C@@H](n2ccc(=O)[nH]c2=O)[C@H](O)[C@@H]1O)N1CCCCC1
-3	11	1	86	3	-2	0.8	-5	0.8	1	S=C1NCCc2ccc(Cl)cc2C1c1ccccc1Cl (stereo not given)
-3	1	-6	98	-10	-1	5.3	-1	0.0	-17	CCc1n[nH]c(=S)n1/N=C/C(C)=C\c1ccccc1
-1	-3	-8	98	3	0	2.4	7	0.3	-1	CC(C#N)(NC(=O)CN1CCN(S(=O)(=O)c2cc(C(F)(F)F)ccc2Cl)CC1)C1CC1 (stereo not given)
nt	5	0	91	5	1	0.6	9	0.3	3	CCSc1nnc(C)n1-c1ccc(C(=O)O)cc1
-2	6	-5	98	-2	0	-1.6	-2	0.1	-2	COc1cc(/C=C2\C(=N)N3N=C(S(C)(=O)=O)SC3=NC2=O)cc(OC)c1OCCOc1cccc(C)c1
-4	12	-6	98	-9	-1	-1.1	-3	0.0	2	O=C(NCC1CCOCC1)c1ccc2nc(Cc3cccc(Cl)c3)oc2c1
1	16	2	101	nt	2	-0.8	-5	0.1	5	CCc1nc2cc(NC(=O)C3(C)CCCN(C(C)=O)C3)ccc2o1 (stereo not given)
-3	9	2	98	1	0	-2.3	2	0.1	-3	CCOC(=O)Cn1nc(-c2ccccc2)c2ccccc2c1=O

Full records, quoted from the list. Screens in order: Vif imaging	MC4R antagonist	NOD2 RIPK2 PPI	ABCB6 inh 2	TLR9-MyD88 inh	N-glyco inh	MC4R barr agon	ABHD5-PLIN5 inh	aDG glyco act	Granule exo inh
Entry for COc1cc(/C=C2\C(=N)N3N=C(S(C)(=O)=O)SC3=NC2=O)cc(OC)c1OCCOc1cccc(C)c1 : -2	6	-5	98	-2	0	-1.6	-2	0.1	-2
Entry for CCOc1ccc(Br)cc1C(=O)N/N=C/c1cccnc1 : 1	5	-2	108	1	3	0.3	5	0.1	-5

(next part)
Vif imaging	MC4R antagonist	NOD2 RIPK2 PPI	ABCB6 inh 2	TLR9-MyD88 inh	N-glyco inh	MC4R barr agon	ABHD5-PLIN5 inh	aDG glyco act	Granule exo inh	SMILES
9	13	0	99	-14	0	-1.9	-4	-0.2	-5	COc1cc2nc(CN3CCN(S(=O)(=O)c4ccccc4C(F)(F)F)CC3)[nH]c(=O)c2cc1OC
-5	-1	9	100	1	-1	3.9	-2	0.1	-3	CC(C)(C)C1CCc2onc(C(=O)NC3CCCC3)c2C1 (stereo not given)
-11	-1	-1	163	-4	1	0.8	-9	0.0	-6	O=C(CSc1nnc(NC(=O)C2CC2)s1)NCc1ccccc1
3	14	7	98	-7	0	-0.3	0	0.2	18	COc1ccc(C2N(C(=O)C(F)(F)F)C(C)CN2S(=O)(=O)c2ccc(C)cc2)cc1 (stereo not given)
5	-3	-3	95	-4	1	-0.1	17	0.5	4	CC1Oc2ccccc2N(CC(=O)NCc2ccccc2)C1=O (stereo not given)
nt	10	-12	99	2	1	-2.2	-3	0.0	0	Cc1ccc(CNC(=O)Nc2ccc(F)cc2)n1C
6	3	-2	95	-12	-1	-0.6	-5	0.0	13	O=C(OCC(=O)N1CCc2ccccc2C1)c1ccc(F)cc1Cl
6	15	-4	100	0	-1	7.4	-3	0.0	1	Cc1cc(C)cc(OCc2nnc(SCC(=O)OC3CCCCC3)o2)c1
